# S3 lipid droplet: qHTS Assay for Lipid Storage Modulators in Drosophila S3 Cells. Drosophila S3 cells, BODIPY lipid droplet fluorescence, 18-24 h; cells fed with added oleic acid. Potency in µM for hits, for the others lipid storage change, negative = inhibition, % at the top dose, mostly 46.1 µM. actives 0.64% (n = 320,000). AID 2685; active = well fitted inhibition curve with a large enough effect in the signal ratio, with a control signal flat, not every such curve was filed as active; inconclusive = small, poorly fitted or top-dose-only effect, or effect the other way, or a change in a side signal; the % refers to the signal ratio
#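 Drosophila S3 cells loaded with oleic acid (400 uM, as added) and compounds at several concentrations; lipid droplets imaged by 488-nm laser-scanning cytometry, 500–530 nm intensity and object ratio to cell channel. Percent activity normalized to 20 uM Triacsin C.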
# S3 lipid droplet cell count max: second read-out of S3 lipid droplet, no call of its own (marks repeat the call); cell number change, %; measured here: cell count max response;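 cells counted by Cell Tracker Red CMTPX staining in the red channel; peak over a dose series mostly up to 46.1 µM; percent activity relative to internal control wells on each plate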
# * = called active by the depositor; i = inactive; u = inconclusive; x = not tested or not shown; [ ] = another dose, or the depositor's remark. % is set by controls: 0 for no effect and ±100 for the full control effect; potency is the fitted concentration of half-maximal effect.
SMILES,S3 lipid droplet,S3 lipid droplet cell count max
COC(=O)c1sc(NC(=O)COc2cccnc2[N+](=O)[O-])c(C(=O)OC)c1C,u,x
CCOC(=O)c1c(C)n(C)c2ccc(OC)c(NC(=O)CCN3CCSCC3)c12,u,x
COC(=O)C1C2C=CC3(CN(Cc4cccs4)C(=O)C13)O2 (configuration not stated),6%,-14
Brc1ccc(Oc2ncc(CN3CCOCC3)s2)cc1,-5%,-17
CN(CCc1ccccn1)S(=O)(=O)c1ccc(F)cc1,u,x
FC(F)(F)c1ccnc(Sc2n[nH]c(C(F)(F)F)n2)c1,-6%,x
Nc1nc2nc(SCC(=O)N3CCCc4ccccc43)[nH]c2c(=O)[nH]1,u,x
O=C1CC(Nc2ccccc2)C(=O)N1c1ccc(N2CCOCC2)cc1 (configuration not stated),4%,-1
COCCN(C(=S)Nc1cc(C)cc(C)c1)C(C)c1cccnc1 (configuration not stated),9%,11
CCCCN(C(=O)NC(=O)Nc1nc2ccc(OC)cc2s1)S(C)(=O)=O,i,x
O=C(O)CCn1c(-c2ccccc2)cc2ccccc21,-8%,-6
Cc1[nH]c(=O)[nH]c(=O)c1S(=O)(=O)N1CCCC1,0%,-1
CCn1c(=O)c(CCC(=O)NCC2CCCO2)c(C)c2c(C)nn(-c3ccccc3)c21 (configuration not stated),u,x
COc1ccc(-c2nnc(-c3cccnc3)o2)cc1,u,x
Cc1ccc(Nc2nc(N3CCOCC3)nc(N3CCOCC3)n2)cc1C,u,x
O=C(CSc1nc2c(cnn2-c2ccccc2)c(=O)[nH]1)N1N=C(c2cccs2)CC1c1ccc(F)cc1 (configuration not stated),1%,7
Nc1ccc(Sc2cnn(-c3ccccc3)c(=O)c2Cl)cc1,-7%,-9
CN(C)S(=O)(=O)c1cccc(NC(=O)COC(=O)CNC(=O)c2cccc([N+](=O)[O-])c2)c1,-4%,-8
CN(CC(=O)Nc1ccccc1N1CCOCC1)CC(=O)Nc1ccc(F)c(F)c1F,u,x
Cc1ccc(C)c(NC(=O)CCN2CCN(C)CC2)c1,-16%,7
Cc1cccc(NC(=O)c2ccccc2O)c1C,u,x
Cc1[nH]n(-c2ccccc2)c(=O)c1C=Nc1ccc(S(=O)(=O)N=C(N)N)cc1,u,x
O=C(Nc1ccc(Cl)c([N+](=O)[O-])c1)c1ccc(NCCCN2CCOCC2)c([N+](=O)[O-])c1,u,x
Cc1cccc(Nc2ccc([N+](=O)[O-])cn2)c1,i,x
CCN(CC)C(=O)Cn1nc(-c2ccccc2O)nc1SCC(=O)Nc1ccc(OC)cc1,i,-23
CCC(=O)Nc1cccc(C(=O)OCc2cccc([N+](=O)[O-])c2)c1,u,x
CN(C)CCCN(C(=O)c1cc2ccccc2oc1=O)c1nc2ccc(F)cc2s1,-1%,-4
NC(=O)CSc1nnc(-c2ccc(S(=O)(=O)N3CCCC3)cc2)n1CC1CCCO1 (configuration not stated),u,x
O=C(Cc1sc(Nc2ccccc2)nc1-c1ccccc1)NCc1ccccc1,u,x
CCOc1ccccc1NC(=O)CCCNC(=O)Cn1cnc2sc(C)c(C)c2c1=O,u,x
COc1ccccc1CNC(=O)CCC(=O)N1CCOc2ccc(Cl)cc21,u,x
CS(=O)(=O)N(CC(=O)Nc1ccccc1)Cc1ccc(Cl)cc1,u,x
Cc1ccc(N2C(=O)c3ccc(C(=O)N4CCN(c5ccc(C)c(C)c5)CC4)cc3C2=O)cc1,u,x
CC(C)Oc1ccc(CNS(=O)(=O)c2csc(C(N)=O)c2)cc1,i,-25
COc1cc(NC(=O)c2ccccc2)c(OC)cc1NC(=O)CN1CCOCC1,u,x
O=C(CNC(=S)N(Cc1ccccc1Cl)C1CCCC1)NCCN1CCOCC1,4%,x
COCCCn1c(SCC(=O)N2CC(=O)Nc3ccccc32)nnc1-c1ccoc1C,u,x
O=c1c2c3c(sc2nc2n1CCCC2)CCCCC3,i,18
C[C@H](NC(=O)c1nc[nH]c1C(=O)N1CCc2ccccc2C1)C(=O)OC(C)(C)C,8%,11
CC(=O)c1cccc(NC(=O)CN(C)S(=O)(=O)c2ccccc2)c1,u,x
Cc1nnc(NC(=O)CSc2nc(N)c(NC(=O)c3cccs3)c(=O)[nH]2)s1,u,x
CC1CC2c3cccc(C(=O)O)c3C(=O)N2c2ccc(Cl)cc21 (configuration not stated),u,x
CCn1nc(C(=O)Nc2ccc(C)c(C)c2)c(Cl)c1Cl,u,x
CCOc1ccc(C(C)C)cc1S(=O)(=O)n1nc(C)cc1C,i,-27
CCC(C)NC(=O)C1CC(c2ccc(OC)cc2)=NO1 (configuration not stated),u,x
Cc1ccc2sc(C)[n+](CCC(C)S(=O)(=O)[O-])c2c1 (configuration not stated),-2%,0
CN(Cc1ccccc1)CC(O)COc1ccc(CNCCOc2cccnc2)cc1 (configuration not stated),10%,4
CCN(CC)C(=O)C1CCCN(c2ccc([N+](=O)[O-])cc2/C=N/NC(=O)c2cccc([N+](=O)[O-])c2)C1 (configuration not stated),-60%,-7
Cc1nc(CC(=O)c2ccc(O)c(C)c2O)cs1,9%,10
CC(=O)Oc1ccc2nc(/C=C/c3ccccc3)oc(=O)c2c1,u,x

# Going on with the list.
SMILES,S3 lipid droplet,S3 lipid droplet cell count max
COc1cccc(C(=O)/C=C/c2ccc(SC)cc2)c1,-11%,x
CC(C)(C)N(Cc1ccccc1)C(=O)COC(=O)/C=C/c1ccc2c(c1)OCO2,4%,-3
COc1ccc(CC(=O)Nc2cccc(C(C)=O)c2)cc1S(=O)(=O)N1CCOCC1,18%,-3
CC(C)c1ccc(C(O)Cc2nc3ccccc3n2C)cc1 (configuration not stated),u,x
COc1ccccc1CN1CCC(n2nccc2NC(=O)c2ccccc2Cl)CC1,i,x
C/C(Cn1ncc(N2CCOCC2)c(Cl)c1=O)=N\O,u,x
C[C@@H](C(O)c1ccccc1)N(C)C(=O)CCc1ccccc1 (some centres not stated),u,x
O=C(Cn1cnc2ccccc2c1=O)Nc1nc2ccccc2s1,u,x
COc1ccc(-n2nc(C(=O)NCC(=O)N(C)Cc3ccccc3)c3ccccc3c2=O)c(OC)c1,i,10
COC(=O)CC1Oc2ccccc2N(Cc2ccc(C)cc2)C1=O (configuration not stated),u,x
COC(C[C@H]1O[C@@H]1[C@H](O)COCc1ccccc1)OC,u,x
CC1CCCN(c2nc3nonc3nc2N2CCCC(C)C2)C1 (configuration not stated),-4%,-2
Cc1nnsc1C(=O)NC1CCCc2c1cnn2-c1cc(F)cc(F)c1 (configuration not stated),u,x
CCC(C)NS(=O)(=O)c1ccc(OCC(=O)NCc2ccco2)cc1 (configuration not stated),u,x
CCOc1ccc(C(CC(=O)O)n2cnnn2)cc1OC (configuration not stated),2%,-1
O=C(NC(=S)Nc1ccccn1)c1ccc(-c2ccccc2)cc1,i[0.369 µM],-5
COc1cc(/C=C2\SC(=O)N(CC(=O)Nc3ccc(C)cc3)C2=O)cc(Cl)c1OCC(=O)O,u,x
O=C1NC(=O)N(Cc2ccccc2)C1=O,-4%,-1
CCOC(=O)c1sc2cc([N+](=O)[O-])cc(SCC(=O)OC)c2c1N,u,x
COc1ccccc1C1(CCN=Cc2ccc(N(C)C)cc2)CCOC(C)(C)C1 (configuration not stated),14%,24
O=C(NCCc1ccccc1)NC1CCCCC1,22%,9
Nc1nonc1-c1nc2ccccc2n1CC(=O)N/N=C/c1ccc(-c2ccccc2C(=O)O)o1,u,x
O=C(CN(Cc1ccccc1)S(=O)(=O)c1ccc(S(=O)(=O)N2CCOCC2)cc1)Nc1ccccc1,-6%,-19
CCCCN(C(=O)c1nn(C)c(=O)c2ccccc12)c1c(N)n(CC(C)C)c(=O)[nH]c1=O,7%,4
O=C(c1ccccc1Cl)N1CCNCC1,u,x
Cc1ccc(-n2c(SCC(=O)NCC3CCCO3)nnc2-c2ccoc2C)cc1 (configuration not stated),u,x
Cc1ccc(F)cc1NC(=O)CSc1ncccn1,19%,18
CNC(=O)c1c[nH]n2c(=O)c(Cc3ccccc3F)c(C)nc12,u,x
COCC(=O)Nc1ccc(S(=O)(=O)NCCc2ccccc2)cc1,-49%,-23
Cc1cc(C)n2nc(SCCCC(=O)c3ccc(F)cc3)nc2n1,u,x
COc1ccc(C(=O)CSc2nnc(C3CCCCC3)n2N)c(OC)c1,i,x
Cc1ccc(-c2nc(SCC(=O)NCC3CCCO3)c(-c3ccc(Cl)cc3)[nH]2)cc1 (configuration not stated),u,x
Cn1c(=O)c2c(nc(SCC(=O)NCc3ccc4c(c3)OCO4)n2Cc2ccccc2)n(C)c1=O,u,x
COc1ccccc1S(=O)(=O)Nc1ccc2cn[nH]c2c1,2%,x
CCc1ccc(N(C(=O)Cc2cccs2)C(C(=O)NC2CCCCC2)c2cn(C)nc2C)cc1 (configuration not stated),-12%,-23
CN(c1ccccc1)S(=O)(=O)c1cccc(NC(=O)c2cc(=O)c3ccccc3o2)c1,1%,-19
CSCCC(NC(=O)c1ccccc1Cl)C(=O)NCCOc1ccccc1 (configuration not stated),u,x
Fc1ccc2c(c1)C(c1ccncc1)=NNC(c1cccnc1)=N2,u,x
CC1CCN(CCc2nc3cc(NC(=O)C(C)C)ccc3n2C)CC1,7%,7
O=C(NCC1COc2ccccc2O1)c1cccc(S(=O)(=O)N2CCN(c3ccccc3)CC2)c1 (configuration not stated),u,x
Cc1ccccc1NC(=O)Cc1c(O)c2ccccc2[nH]c1=O,u,x
CCOc1ccc(S(=O)(=O)Nc2ccc(S(=O)(=O)N3CCCCC3)cc2)cc1,-10%,-1
COCCn1c(SCC(=O)/C=C2\N(C)c3ccccc3C2(C)C)nnc1-c1ccncc1,u,x
Cc1cc2cc(CN(Cc3ccco3)C(=O)C3CCCCC3)c(=O)[nH]c2cc1C,3%,0
CCn1c(=O)n(CC)c2cc(N3CCCC3)c(NC(=O)c3cccc(C)c3)cc21,i,1
Cc1c(C(=O)N2CCN(Cc3ccc4c(c3)OCO4)CC2)sc2ncnc(N3CCN(c4ccccc4F)CC3)c12,u,x
Cc1cc2c(C)nc3ccccc3c2o1,2%,-13
CCCC(c1nnnn1Cc1cccs1)N1CCN(C)CC1 (configuration not stated),6%,5
Cc1cccc(C)c1OCc1nnc(SCC(=O)Nc2nccs2)o1,u,x
CCn1c(SCC(=O)Nc2ccc(N(C)C)cc2)nnc1-c1cccc(C)c1,7%,-13

# (cont.)
SMILES,S3 lipid droplet,S3 lipid droplet cell count max
COc1ccccc1C(=O)NNC(=O)C1CCCO1 (configuration not stated),u,x
CCOc1ccc(C(c2c(NC(=O)c3ccco3)sc(C)c2C)N2CCOCC2)cc1 (configuration not stated),10%,-5
CCn1c(SCC(=O)c2ccccc2)nc2ccccc2c1=O,u,x
Fc1cc2[nH]c(=S)[nH]c2cc1Cl,1%,6
Cc1ccc([C@@H]2[C@@H]3C(=O)N(c4ccccc4)C(=O)[C@@H]3[C@]3(C)C(=O)N(Cc4ccc(-c5ccccc5)cc4)CC(=O)N23)o1,u,x
Cc1cc(C)c(NC(=S)N2CCCC2C(=O)O)c(C)c1 (configuration not stated),1%,1
COC(=O)[C@@H]1C[C@@]2(O)[C@H](O)[C@H](O)[C@H](O)C[C@H]2N1Cc1cc(F)ccc1F,-6%,-1
CNC(=S)NNC(=O)c1sccc1OCc1cccc(C(F)(F)F)c1,u,x
Cc1nnc(SCC(=O)Nc2ccc(O)cc2)c2ccccc12,i,3
CCOC(=O)/C(=C/Nc1ccccc1)[N+](=O)[O-],10%,2
CC(C)(C)OC(=O)NCCc1nnc(SCC(=O)Nc2cccc(Cl)c2)o1,u,x
O=C(Nc1ccc(S(=O)(=O)N2CCc3ccccc32)cc1)C(F)(F)F,i,-4
CN(C)S(=O)(=O)c1ccc(N2CCCC2)c(C(=O)Nc2ccccc2N2CCOCC2)c1,i,-7
O=C(CC1C(=O)NCCN1Cc1cccc(F)c1)NC1CCCCCC1 (configuration not stated),u,x
OCCN(CCO)c1nc(-c2ccccc2)nc2c1oc1ccccc12,0%,-4
CCN(CCCNC(=O)CCCN1C(=O)COc2ccc(C)cc21)c1cccc(C)c1,u,x

# Assay outcomes (PubChem)

# The list is partial (hit frequency here may not be typical).
